# PKM2 act = qHTS Assay for Activators of Human Muscle isoform 2 Pyruvate Kinase | 260,000 compounds, 0.34% hits | AID 1631, 2009 | Potency, µM (series often up to 57.5 µM), without a hit: at the top dose activation, hits mostly activators | Pyruvate kinase PKM (Homo sapiens), P14618 | purified PKM2, Kinase-Glo ATP luminescence, activation; response scale: 0% is enzyme alone, no compound; further: potency means the concentration at half of the fitted maximal effect; on the % scale 0 is the no-effect control and ±100 the full control effect; nearly all actives have a fitted effect of over 55% in size
# Target sequence (P14618 whole entry, looked up, canonical isoform): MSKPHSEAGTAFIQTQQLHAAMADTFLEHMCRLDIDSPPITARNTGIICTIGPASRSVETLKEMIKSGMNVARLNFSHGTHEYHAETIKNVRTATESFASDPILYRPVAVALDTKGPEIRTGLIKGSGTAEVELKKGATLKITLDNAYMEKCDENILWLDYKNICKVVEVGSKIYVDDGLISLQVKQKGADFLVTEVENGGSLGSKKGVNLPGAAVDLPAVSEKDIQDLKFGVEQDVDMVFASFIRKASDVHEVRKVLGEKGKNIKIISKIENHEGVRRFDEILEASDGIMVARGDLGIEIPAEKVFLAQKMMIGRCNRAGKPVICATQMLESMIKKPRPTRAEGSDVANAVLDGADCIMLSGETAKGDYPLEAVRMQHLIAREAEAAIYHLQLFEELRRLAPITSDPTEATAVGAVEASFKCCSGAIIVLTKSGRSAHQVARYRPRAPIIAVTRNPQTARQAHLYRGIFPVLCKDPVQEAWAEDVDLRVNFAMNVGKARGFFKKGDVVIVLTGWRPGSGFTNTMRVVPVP
#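 hPK-M2, >95% pure; 0.1 mM ADP / 0.5 mM PEP final; imidazole pH7.2 buffer w/ 7 mM MgCl2, 50 mM KCl; 1 h RT; Kinase-Glo lum. Intermediate enzyme activity for dual inhibitor/activator qHTS.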
# VP16 counter = VP16 counterscreen qHTS for inhibitors of ROR gamma transcriptional activity | Drosophila S2 Gal4-VP16 UAS-luciferase, luminescence, 20 h | AID 2546, 2010 | Potency, µM (titrated, usually from 53.6 µM), without a hit: at the top dose activity, negative = inhibition, actives largely listed as inhibitors | 310,000 compounds, 3.5% hits;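 further: Gal4-VP16 expression switched on by copper sulfate through the metallothionein promoter; potency means the concentration at half of the fitted maximal effect; on the % scale 0 is the no-effect control and ±100 the full control effect; nearly all actives have a fitted effect of over 50% in size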
# p53 reactivation = qHTS assay for re-activators of p53 using a Luc reporter | Potency, µM (highest dose often 92.2 µM), without a hit: at the top dose activity change, positive = activation, most hits filed as activators | 320,000 compounds, 0.063% hits | H1299 p53-A138V BP100-luciferase reporter, luminescence, 24 h; further: potency means the concentration at half of the fitted maximal effect; % of control where 0% means no effect; nearly all actives have a fitted effect of over 45% in size
#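 p53-null H1299 cells stably carrying temperature-sensitive p53-A138V and a BP100-luciferase reporter were pinned with compounds (4-point, 1:5 series) and held 24 hrs at 37 deg C. Luminescence was read 10 min after detection reagent.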
# RORg inh = qHTS for inhibitors of ROR gamma transcriptional activity | Drosophila S2 Gal4-RORgamma UAS-luciferase reporter, 20 h | Nuclear receptor ROR-gamma (Mus musculus), P51450 | Potency, µM (top dose mostly 53.6 µM), for inactives: at the top dose activity change, negative = inhibition, most hits filed as inhibitors | AID 2551, 2010 | 310,000 compounds, 5.4% hits; further: potency means the concentration at half of the fitted maximal effect; on the % scale 0 is the no-effect control and ±100 the full control effect; nearly all actives have a fitted effect of over 60% in size
# Target sequence (P51450 whole entry, looked up, the tested form may be a part): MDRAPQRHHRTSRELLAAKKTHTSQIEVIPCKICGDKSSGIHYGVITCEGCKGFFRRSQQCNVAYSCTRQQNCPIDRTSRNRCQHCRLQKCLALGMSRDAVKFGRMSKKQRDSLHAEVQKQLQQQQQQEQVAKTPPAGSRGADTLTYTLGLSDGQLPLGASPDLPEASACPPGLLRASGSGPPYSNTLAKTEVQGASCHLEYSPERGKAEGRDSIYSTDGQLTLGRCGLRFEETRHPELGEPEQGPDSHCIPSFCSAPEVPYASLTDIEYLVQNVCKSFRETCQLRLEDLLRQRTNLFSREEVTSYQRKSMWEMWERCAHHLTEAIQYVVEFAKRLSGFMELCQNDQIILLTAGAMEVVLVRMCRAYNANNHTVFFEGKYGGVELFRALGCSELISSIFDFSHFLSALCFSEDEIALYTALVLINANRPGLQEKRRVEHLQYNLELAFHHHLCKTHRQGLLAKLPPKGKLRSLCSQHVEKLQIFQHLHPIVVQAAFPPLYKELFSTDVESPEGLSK
#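 A Gal4/UAS one-hybrid system in insect cells: metallothionein-promoter Gal4–ROR gamma fusion plus Photinus luciferase reporter. Copper sulfate 700 uM final, 20 hr ambient incubation, luminescent detection after 10 min with reagent.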
# Menin MLL FP TR = qHTS Assay for Inhibitors Targeting the Menin-MLL Interaction in MLL Related Leukemias: Competition With Texas Red Labeled MLL-derived Mutant Peptide; O00255; Menin + Texas Red MLL mutant peptide, fluorescence polarization; Potency, µM (titrated, usually from 61.6 µM), without a hit: at the top dose FP activity change, negative = inhibition, hits mostly inhibitors; 270,000 compounds, 0.23% hits; AID 1768, 2009; active means well fitted inhibition curve with a large enough effect in the polarisation, with a control signal flat, not every such curve was filed as active; inconclusive means small, poorly fitted or top-dose-only effect, or effect the other way, or a change in a side signal; inactive means no such curve, though single readings can be large or run the other way; the % refers to the polarisation; further: potency means the concentration at half of the fitted maximal effect; % of control where 0% means no effect; many of its hits are not listed in these tables
# BRCA1 expr up = qHTS Assay to Identify Small Molecule Activators of BRCA1 Expression; 380,000 compounds, 1.1% hits; Potency, µM (doses to about 46.1 µM), inactives show at the highest dose activation, most hits filed as activators; MCF7-BRCA1-FFLuc reporter, luminescence, 48 h; response scale: scaled: vehicle 0%, 10 µM genistein 100%; further: potency means the concentration at half of the fitted maximal effect; nearly all actives have a fitted effect of over 80% in size; some results filed as inactive show a strong effect at the top dose
#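 MCF7 cells carrying a BRCA1-firefly luciferase reporter (2000 cells/well, phenol-red free MEM) were attached for 2 h at 37 °C, then given compounds for 48 h. Luminescence was read 15 min after luciferase reagent; activity normalized to genistein (10 microM) and DMSO.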
# Rab9 promoter act = qHTS Assay for Rab9 Promoter Activators; Huh7 Rab9 promoter-luciferase reporter, luminescence, 24 h; Potency, µM (top dose mostly 9.22 µM), for the others: at the highest dose activation, negative = inhibition, usual class: activators; 320,000 compounds, 2.8% hits; AID 485297, 2010; further: potency means the concentration at half of the fitted maximal effect; % of control where 0% means no effect; nearly all actives have a fitted effect of over 60% in size
#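 Cell-based reporter: Huh7 stable for Rab9 promoter-driven luciferase, plated in reduced-serum medium with 10% FBS at 1500 cells/well, compound-treated 24 h at 37 °C, luminescence read after 10 min reagent.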
# Giardia kill = Small Molecules that selectively kill Giardia lamblia: qHTS. Giardia lamblia trophozoite viability. activity change, % at 7.66 µM, hits read low. 340,000 compounds, 0.15% hits. AID 540267, 2011; in the data active means activity change below about -80%; inconclusive means between about -30% and that limit;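 further: parasites exposed to compound for two days anaerobically before the ATP read; on the % scale 0 is the no-effect control and ±100 the full control effect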
#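 Each well holds 100 Giardia trophozoites and compound. After two days (48 hrs) at 37 deg C in anaerobic conditions, ATP is quantified by luminescence.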
# FLuc modulator = qHTS profiling assay for firefly luciferase inhibitor/activator using purifed enzyme and Km concentrations of substrates (counterscreen for miR-21 project). purified FLuc, Km substrates, luminescence inhibition. Potency, µM (top dose mostly 57.5 µM), for the others: top-dose activity change, negative = inhibition, most hits filed as inhibitors. 360,000 compounds, 6.9% hits. AID 588342, 2011;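 further: potency means the concentration at half of the fitted maximal effect; plate controls were vehicle for no effect and reference inhibitor for full effect; nearly all actives have a fitted effect of over 55% in size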
#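 Purified P. pyralis luciferase, 10 nM final, with Km-level 10 uM D-luciferin and 10 uM ATP in 50 mM Tris acetate pH 7.5, 10 mM Mg acetate, 0.01% Tween-20, 0.05% BSA; 6-point qHTS titration about 60 µM downward; luminescence read.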
# NPC1 promoter act = qHTS Assay for NPC1 Promoter Activators; Huh7 NPC1 promoter luciferase reporter, 24 h; Potency, µM (series often up to 9.22 µM), without a hit: at the top dose activation, actives largely listed as activators; 320,000 compounds, 2.4% hits; AID 485313, 2010;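 further: potency means the concentration at half of the fitted maximal effect; % of control where 0% means no effect; nearly all actives have a fitted effect of over 60% in size; reporter is driven by a mutant NPC1 promoter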
#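 Huh7 reporter cells (NPC1 promoter driving luciferase) are dosed with compound for 24 h at 37 °C, 5% CO2; luciferase detection reagent is then added and luminescence measured after 10 min at ambient temperature.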
# ELG1 genotox = qHTS screen for small molecules that induce genotoxicity in human embryonic kidney (HEK293T) cells expressing luciferase-tagged ELG1. HEK293T ELG1-luciferase reporter, luminescence, 16 h. AID 504466, 2011. Potency, µM (top dose mostly 46 µM), without a hit: top-dose activity change, positive = activation, most hits filed as activators. 330,000 compounds, 1.3% hits; further: potency means the concentration at half of the fitted maximal effect; % of control where 0% means no effect; nearly all actives have a fitted effect of over 60% in size
#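 Cells (2,000/well) expressing the ELG1-luciferase fusion are dosed by pin tool and kept 16 hr at 37 °C, 5% CO2. Signal comes from ONE-Glo luciferase reagent after 30 min at room temperature.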
# An asterisk follows results filed as active; ? = inconclusive; / = not tested or not shown; [ ] = remark or other dose. Unless noted, the call rests on the fitted dose curve; in most records, active means well fitted curve in the direction sought with a large enough effect; inconclusive means small, poorly fitted or top-dose-only effect, or another doubt; inactive means no such curve, though single readings can be large; an effect the other way counts as inactive or inconclusive. Not all compounds are listed; count on the stated rates, not on these rows.
SMILES,PKM2 act,VP16 counter,p53 reactivation,RORg inh,Menin MLL FP TR,BRCA1 expr up,Rab9 promoter act,Giardia kill,FLuc modulator,NPC1 promoter act,ELG1 genotox
COc1ccc2c(c1)[C@@H]1[C@H](CO2)[C@H](c2ccccc2)[C@]2(C)C(=O)Nc3ccc(C)cc3C(=O)N12,/,/,-8%,/,/,-49%,-4%,10,-4%,0%,-9%
COC(=O)c1ccccc1NC(=O)COc1ccc(S(=O)(=O)NC(C)C)cc1,0%,-2%,9%,8%,-3%,-2%,-7%,-27,3%,-7%,-1%
Cc1nc(NCc2ccc3c(c2)OCO3)c2oc3ccccc3c2n1,10%,-2%,5%,?,-11%,-31%,1%,-1,?,0%,-2%
Cc1cccc(N2CCN(c3nc(C)cc(C)c3C#N)CC2C)c1 (configuration not stated),-1%,/,/,/,-1%,-42%,-1%,-28,1%,-1%,2%
CN(Cc1ccccc1NS(=O)(=O)c1ccc2ccccc2c1)C1CCCCC1,1%,-4%,0%,-24%,-5%,0%,-5%,3,3%,-8%,0%
CC(=O)Nc1ccc(N/C=C/C(=O)C(C)(C)C)cc1,18%,11%,10%,-1%,16%,23%,-1%,-26,?,-2%,?
O=C(NNC(=O)C(O)c1ccccc1)NC1CCCCC1 (configuration not stated),-3%,-6%,12%,12%,/,-5%,-6%,-14,4%,1%,0%
Cc1cc(C)nc(NC(=O)CSc2nn(C)c(=S)s2)n1,-12%,-8%,7%,-18%,-1%,0%,-3%,8,0%,6%,8%
Cc1ccc(C(=O)N2CCOCC2)cc1S(=O)(=O)N1CCOCC1,-1%,2%,-10%,-17%,0%,-10%,0%,-18,2%,-1%,-5%
CCN(CC)C(=S)Nc1ccc([N+](=O)[O-])cc1,-1%,0%,0%,-5%,-14%,-8%,0%,-6,1%,-5%,5%
Cc1ccc(NC(=O)c2onc(C)c2Cl)cc1,-14%,25%,?,24%,2%,40%,?,5,13µM*,15%,16µM*
O=C(CSc1nc2cc(Cl)ccc2s1)c1cc2ccccc2o1,-13%,-25%,13%,?,?,-25%,1%,4,-7%,-2%,7%
CN(C(=O)CCNC(=O)Cn1ccc2ccccc2c1=O)c1ccc(Br)cc1,-6%,-8%,-1%,17%,-9%,-11%,1%,-12,0%,-4%,0%
C[C@H]1CN=C(N(C)C)N1CCCC1CCCC1,/,/,-8%,/,/,-14%,4%,-14,-1%,1%,-4%
Cc1noc(C)c1COc1ccccc1C(=O)Nc1cccc(S(=O)(=O)N(C)C)c1,/,/,1%,/,/,-21%,-2%,10,4%,-2%,0%
Brc1ccccc1-c1nnc(CSc2nnnn2-c2ccccc2)o1,?,-18%,4%,-18%,3%,1%,3%,2,-22%,9%,21%
COc1cccc(CNC(=O)CCC2CCCN(Cc3cc(Cl)ccc3O)C2)c1 (configuration not stated),7%,-5%,2%,26%,-17%,0%,-7%,6,3%,-4%,-4%
CC1(C)Cc2c(cnn2-c2ccc(F)cc2)C(NC(=O)CCC(F)(F)F)C1 (configuration not stated),0%[11.5 µM],-7%,/,33%,2%,-15%,3%,-18,7%,-5%,5%
CCOC(=O)N1CCC(NC(=O)c2cc(C(=O)Nc3cccc(OC)c3)ccc2CO)CC1,7%,-8%,-3%,-15%,0%,0%,1%,4,0%,-1%,0%
C1=C(N2CCOCC2)/C(=C/c2nc3ccccc3[nH]2)CC1,7%,-14%,3%,-28%,?,-31%,7%,-9,?,-1%,2%
CCN(CC)S(=O)(=O)c1ccc(/C=C/C(=O)OCC(=O)Nc2cccc3ccccc23)cc1,0%,-1%,-14%,-1%,151%[activator],12%,-6%,-22,-1%,-2%,0%
CCOC(=O)c1sc(NC(=O)c2ccc(C)o2)nc1C,-29%,?,-8%,?,-15%,-72%[inhibitor],-30%[inhibitor],-23,6µM*,-23%,5.8µM*
CCCCCCNC(=O)CSc1nccn1Cc1ccccc1,-2%,-6%,-3%,12%,-3%,-6%,-4%,-5,0%,2%,0%
CCNC(=O)CCc1nc(-c2ccc(C(C)(C)C)cc2)no1,-6%,2.5µM*,25%,0.045µM*,5%,?,-2%,-7,4.8µM*,5%,2%
N#Cc1ccccc1COC(=O)CCCC1=NS(=O)(=O)c2ccccc2N1,/,-3%,16%,12%,/,-4%,1%,15,0%,-2%,-1%
Cc1c(NC(=O)CCSCCc2ccccn2)cccc1[N+](=O)[O-],9%,-18%,-1%,1%,4%,3%,-5%,2,4%,-4%,-3%
Cc1cc(/C=C2/C(=O)NN(c3ccccc3)C2=O)c(C)n1-c1cccc(O)c1,-5%,16µM*,/,?,?,19%,3.5µM*,?,0.13µM*,1.6µM*,?
CCN1C(=O)[C@@H]2[C@H](C1=O)[C@@H]1C(=O)Nc3ccccc3C(=O)N1[C@@H]2c1cccc(OC)c1,/,/,3%,/,/,6%,-6%,0,2%,0%,-2%
COc1ccc(CC(=O)N(CC2CCCO2)c2nc3ccccc3s2)cc1 (configuration not stated),-1%,-13%,?,?,13%,9%,3%,-8,-10%,4%,2%
C/C(N)=C(/C#N)C(=O)COC(=O)c1cccc(C)c1O,2%,8%,1%,15%,/,1%,12%,-11,3%,4%,9%
CN(C)CCN(C(=O)C1CCN(S(=O)(=O)c2cccs2)CC1)c1nc2c(F)cccc2s1,/,/,19%,/,/,44%,-2%,5,-2%,-1%,0%
CCCN(CCC)C(=O)CCS(=O)(=O)c1cccc2nsnc12,2%,-5%,-3%,-14%,-4%,-4%,0%,-16,9%,2%,2%
O=C(Nc1ncccc1O)c1cccc(S(=O)(=O)N2CCN(c3ccc(F)cc3)CC2)c1,/,/,3%,/,/,-15%,-1%,14,5%,-3%,-2%
Cc1nnc(SCC(=O)Nc2ccccc2)n(N)c1=O,6%,1%,0%,14%,2%,-3%,-2%,5,-3%,-2%,7%
O=C(c1nc2ncccn2n1)N1CCc2ccccc2C1,0%,-20%,/,-2%,-15%,-40%,/,22,4%,/,/
CN(C)C(=O)c1ccc(NC(=O)CN2CCc3cc4c(cc3C2)OCCCO4)cc1,/,0%,-1%,-21%,/,15%,1%,6,-2%,-1%,-1%
CCOc1ccc(C(=O)N(CN2CCCC2=O)c2cccc(Cl)c2)cc1,0%,1%,-6%,-8%,-11%,-15%,-2%,7,-3%,1%,-6%
O=C(O)Cn1cc(/C=c2/sc3nc4ccccc4n3c2=O)c2ccccc21,0%,?,?,29%,?,-9%,-3%,-2,11µM*,-1%,0%
CCn1c(SCC(=O)NCC2CCCO2)nnc1-c1ccccc1OC (configuration not stated),/,/,1%,/,/,2%,-4%,-12,3%,1%,0%

# Complete entries from above.
# Shown for `CN(C)C(=O)c1ccc(NC(=O)CN2CCc3cc4c(cc3C2)OCCCO4)cc1` → PKM2 act: /; VP16 counter: 0%; p53 reactivation: -1%; RORg inh: -21%; Menin MLL FP TR: /; BRCA1 expr up: 15%; Rab9 promoter act: 1%; Giardia kill: 6; FLuc modulator: -2%; NPC1 promoter act: -1%; ELG1 genotox: -1%
# Shown for `CCOc1ccc(C(=O)N(CN2CCCC2=O)c2cccc(Cl)c2)cc1` → PKM2 act: 0%; VP16 counter: 1%; p53 reactivation: -6%; RORg inh: -8%; Menin MLL FP TR: -11%; BRCA1 expr up: -15%; Rab9 promoter act: -2%; Giardia kill: 7; FLuc modulator: -3%; NPC1 promoter act: 1%; ELG1 genotox: -6%

# Compound activity deposited in PubChem BioAssay by National Center for Advancing Translational Sciences (NCATS).
